Screening results as filed in PubChem.
FAS-TE inh: FAS thioesterase domain inhibitors, primary screen, biochemical, fluorescence intensity, uHTS | Fatty acid synthase (Homo sapiens), P49327 | recombinant FAS-TE, OMFH fluorogenic substrate, fluorescence endpoint | inhibition, % at 15 µM | hit rate 0.67% among 360,000 | AID 602261, 2012;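 active means compounds whose normalised, plate-corrected inhibition of enzyme fluorescence in the single-dose primary screen is 50% or more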;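 further: 0% = DMSO with enzyme and 100% = substrate without enzyme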
eLon inh: inhibitors of E. coli Lon protease, primary screen, biochemical, fluorescence polarization. purified E. coli Lon protease. AID 602123, 2011. inhibition, % at 7.94 µM. P0A9M0. hit rate 0.42% among 360,000; in the data active means inhibition above about 13%, passing the limit was not always enough;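 further: 0% = enzyme with probe and DMSO and 100% = no enzyme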
PABP1 MLLE inh: inhibitors of PABP1 MLLE–PAM2 peptide binding, primary screen, biochemical, fluorescence polarization, FITC-PAM2, GST-MLLE | inhibition, % at 20 µM | hit rate 0.36% among 360,000 | Polyadenylate-binding protein 1 (Homo sapiens), P11940; in the data active means inhibition above about 35%, passing the limit was not always enough;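 further: plate controls were DMSO wells with GST-MLLE for no effect and wells lacking GST-MLLE protein for full effect; some results filed as inactive read as strong as hits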
Target sequence (P11940 whole entry, looked up): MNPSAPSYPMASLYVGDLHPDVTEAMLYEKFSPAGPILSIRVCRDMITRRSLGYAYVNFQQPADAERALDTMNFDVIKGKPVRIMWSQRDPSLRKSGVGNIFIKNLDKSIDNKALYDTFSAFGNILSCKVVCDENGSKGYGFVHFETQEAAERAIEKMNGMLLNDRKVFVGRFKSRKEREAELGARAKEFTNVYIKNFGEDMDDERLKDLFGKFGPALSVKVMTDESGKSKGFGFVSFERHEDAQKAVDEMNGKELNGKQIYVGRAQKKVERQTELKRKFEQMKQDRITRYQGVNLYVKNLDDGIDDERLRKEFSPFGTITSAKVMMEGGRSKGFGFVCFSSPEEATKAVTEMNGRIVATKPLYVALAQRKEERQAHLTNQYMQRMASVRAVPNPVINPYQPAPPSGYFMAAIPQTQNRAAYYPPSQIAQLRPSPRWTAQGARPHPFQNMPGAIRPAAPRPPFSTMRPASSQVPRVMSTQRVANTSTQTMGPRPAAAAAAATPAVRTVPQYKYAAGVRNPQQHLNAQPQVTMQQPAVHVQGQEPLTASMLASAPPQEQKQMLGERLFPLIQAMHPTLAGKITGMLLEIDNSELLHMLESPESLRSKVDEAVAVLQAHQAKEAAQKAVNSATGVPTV
CendR NRP1 mod: modulators of CendR peptide binding to NRP-1, primary screen, biochemical, fluorescence polarization, uHTS; FAM-RPARPAR peptide binding to NRP-1; inhibition, % at 25 µM; hit rate 0.85% among 360,000;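 active means inhibition or corrected inhibition above about 18%, plus a signal ratio from 0.5 to 1.5, limit read from the data, passing the limit was not always enough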; further: strong numbers were not always called active
Tb MetRS inh: T. brucei MetRS inhibitors, primary screen, biochemical, luminescence; purified T. brucei MetRS, ATP depletion, Kinase-Glo luminescence; inhibition, % at 11.9 µM; methionyl-tRNA synthetase (Trypanosoma brucei brucei); hit rate 0.4% among 360,000;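 active means inhibition above a per-plate cutoff of the control wells' mean inhibition plus 3 SD, cut at about 5.5% in these data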;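 further: 0% = DMSO wells median and 100% = median of wells with control inhibitor compound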
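Dosing: 11.9 µM compound single dose, 0.9% DMSO; Assay system: purified T. brucei MetRS enzyme; Measured by: Kinase-Glo luciferase luminescence reporting remaining unconsumed ATP; Schedule: 15 min plus 2 h at 25 °C.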
MsrA inh: bovine MsrA enzyme inhibitors, primary screen, biochemical, absorbance, HTS. Methionine sulfoxide reductase A (Bos taurus). purified bovine MsrA, absorbance read-out. hit rate 0.75% among 360,000. AID 651718, 2012. inhibition, % at 15.5 µM; in the data active means inhibition above about 4.5%;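 further: 0% = vehicle wells with enzyme and 100% = reference inhibitor wells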
bovine MsrA act: bovine MsrA enzyme activators, primary screen, biochemical, absorbance, HTS | Methionine sulfoxide reductase A (Bos taurus) | purified bovine MsrA, absorbance read-out | activation, % at 10.6 µM | hit rate 0.3% among 360,000 | AID 602163, 2012; in the data active means activation above about 7.5%;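 further: 0% = vehicle and 100% = reference activator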
SKN-1 block: suppressors of acrylamide-induced Pgst-4::GFP reporter in worms, primary screen, SKN-1 inhibitor project, whole organism, uHTS, GFP/RFP fluorescence ratio, strain VP596; C. elegans VP596 Pgst-4::GFP/RFP ratio, 24 h; inhibition, % at 21.8 µM; hit rate 0.49% among 360,000;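 active means interference check ratio from 0.5 to 1.5 plus GFP to RFP signal ratio inhibition reaching or exceeding a fixed threshold, cut at about 30% in these data, passing the limit was not always enough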; further: some compounds called inactive have numbers as strong as hits
MT1-MMP act inh: blockers of MT1-MMP proenzyme processing, primary screen, HT1080 RFP-PRO-GFP cells, GFP/RFP fluorescence | GFP/RFP ratio fluorescence, overnight; percent of plate control window, DMSO zero | GFP/RFP ratio change, % at 20 µM | Matrix metalloproteinase-14 (Homo sapiens), P50281 | hit rate 0.061% among 360,000;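 active means GFP/RFP ratio change of at least 30% with cell ATP level not reduced by more than half and red fluorescence within 50% of control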; further: strong numbers were not always called active
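Read-out: GFP/RFP fluorescence ratio; Test system: RFP-PRO-GFP reporter HT1080 cells; Compound dosing: single-point 20 µM compound, 1% DMSO; Times: overnight compound exposure at 37 °C.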
The depositor's hits bear a star; . = not tested or not shown.

SMILES	FAS-TE inh	eLon inh	PABP1 MLLE inh	CendR NRP1 mod	Tb MetRS inh	MsrA inh	bovine MsrA act	SKN-1 block	MT1-MMP act inh
COC(=O)c1ccc(-c2cc3onc(-c4ccccc4)c3c(=O)n2C)cc1	7	-5	-6	-4	-0.2	-0.5	-2	4	-1
COc1ccccc1N1CCN(CCOc2c(OC)cccc2OC)CC1	-10	0	6	-5	-1.5	-0.3	-4	-2	-5
Cc1ccc(C(C)NC(=O)C2CCCC2)c(C)c1 (stereo not drawn)	-3	3	1	0	-1.0	-0.7	0	-3	0
CN(C)CCCCCN(C)Cc1cc2ccccc2o1	-11	2	5	11	0.1	2.1	-5	3	5
COc1ccccc1NC(=O)CSc1nnc(C2CCCCC2)o1	0	-8	5	4	-1.4	-0.1	-1	-9	3
NC(=O)Nc1ccc(C(=O)OCC(=O)N(Cc2ccccc2)C2CCS(=O)(=O)C2)cc1 (stereo not drawn)	-1	-3	-23	2	0.2	0.3	-4	6	1
Cc1ccc(NC(=O)C2CC(=O)Nc3nncn32)cc1 (stereo not drawn)	-3	-6	-2	8	0.2	-1.4	-4	8	-3
CCC(C)C(NC(=O)C1CCC(=O)N1C(=O)OCc1ccccc1)C(=O)NC(C(=O)N1CCCC1C(N)=O)C(C)CC (stereo not drawn)	-5	3	4	1	0.6	0.6	1	13	3
O=C(COc1ccccc1)Nc1ccc(S(=O)(=O)Nc2ncccn2)cc1	-8	-10	-7	8	-0.6	0.4	-4	9	-3
CN1CCN(c2ccc(Cl)cc2NC(=O)c2nn(-c3ccccc3)c(=O)c3ccccc23)CC1	5	8	-2	8	-0.2	-1.2	-3	15	-2
Cc1cc(S(=O)(=O)N2CCN(Cc3ccccc3)CC2)c(C)s1	10	-6	-13	-11	-0.2	-0.2	0	4	0
COCC(C)n1c(C)cc(C(=O)COC(=O)/C=C/c2cccc(F)c2)c1C (stereo not drawn)	15	6	10	8	-0.5	0.6	3	-2	-4
O=C(Nc1nc2ccccc2[nH]1)c1cccc(Br)c1	0	-18	10	-3	0.7	1.3	-2	13	6
O=C(NCC1CCCN(C(=O)c2cccc(C(F)(F)F)c2)C1)c1ccc(F)cc1 (stereo not drawn)	-2	5	21	8	-0.4	0.3	2	21	1
N/C(=N\OC(=O)CC1CCCCC1)c1cccc(Br)c1	13	2	-3	9	0.0	-0.5	-2	7	0
O=C(Oc1c(-c2ccccc2)c(=O)n2c3c(cccc13)CC2)c1ccco1	0	2	10	15	-0.9	0.6	-3	7	0
Cc1cc(NC(=O)CSc2nnc(-c3cccs3)n2N)no1	0	-7	-13	4	-0.3	-0.3	-3	3	-7
O=C(CCc1nc2ccccc2c(=O)[nH]1)NNC(=O)COc1cccc(F)c1	-6	-8	-10	8	-0.2	-1.1	-4	8	0
O=C(c1ccc(-n2c(SCc3cc(F)ccc3F)nc3ccccc3c2=O)cc1)N1CCOCC1	9	5	2	-6	-1.6	-1.2	-14	-6	-4
CC1(C)Cc2c(sc(NC(=O)C(C)(C)C)c2C#N)C(C)(C)N1	-4	9	4	-13	0.0	-0.2	3	12	4
CCCCn1c(SCc2cccc([N+](=O)[O-])c2)nc2ccsc2c1=O	34	19	10	-3	-1.1	1.6	-12	-4	-1
CN1CCN(C(=S)NC(=O)c2ccccc2Cl)CC1	-6	7	28	-4	-0.5	0.4	-3	-3	-7
Cn1c(C(=O)NCCN2CCCCCC2)cc2c(=O)n(C)c3ccccc3c21	3	1	-29	7	-1.0	1.6	0	0	7
c1cncc(-c2nc(NCC3COc4ccccc4O3)c3ccccc3n2)c1 (stereo not drawn)	18	-15	-17	-2	-0.7	0.5	-8	17	-11
COc1cc(/C=N\NC(=O)c2cccnc2)ccc1OC(=O)c1ccccc1Cl	3	-5	-5	1	0.6	1.2	0	-3	-1

Next section:
SMILES	FAS-TE inh	eLon inh	PABP1 MLLE inh	CendR NRP1 mod	Tb MetRS inh	MsrA inh	bovine MsrA act	SKN-1 block	MT1-MMP act inh
CC(C)=NOCC(=O)Nn1c(COc2ccccc2)nc2ccccc2c1=O	-8	10	2	-13	-1.2	1.1	-8	6	4
O=C(CSc1ccc(-c2cccnc2)nn1)N1CCCCC1	-8	8	-6	4	-0.5	-0.9	-6	-5	1
CN(C)c1ccc(/C=C2\CCCCC2=O)cc1	-2	-12	-22	-22	-0.8	1.8	-4	5	-5
CCOC(=O)C(C(=O)OCC)C(c1ccccc1)N1CCN(c2ccccc2)CC1 (stereo not drawn)	4	-1	3	-4	-0.3	-1.9	-1	-21	.
CC(=O)c1ccc(S(=O)(=O)N2CCC(C(=O)Nc3ncc(C)s3)CC2)cc1	7	3	12	4	-0.1	0.2	-3	5	-4
Nc1c(C(=O)N2CCOCC2)sc(=S)n1-c1ccccc1	-9	-5	26	-3	-0.5	2.3	-3	12	4
COC(=O)c1n[nH]n(-c2cc(Cl)cc(Cl)c2)c1=O	3	7	7	0	-1.0	-0.3	-3	11	1
Clc1ccc(C(c2nnnn2CCc2ccccc2)N2CCSCC2)cc1 (stereo not drawn)	23	2	1	-3	-0.3	-0.6	-2	0	-7
O=[N+]([O-])c1ccc(CNc2ccc(Cl)cc2)s1	2	-3	-16	-2	0.1	0.2	-2	12	2
CC(C)(C)c1ccc(C(=O)N2CCC2(C)C(=O)NS(=O)(=O)c2ccc(C#N)cc2)cc1 (stereo not drawn)	53*	-6	-2	-10	0.0	-0.3	1	12	1
Cc1nc2ccccn2c1C(=O)NN=C1C2CC3CC(C2)CC1C3	-10	0	5	-10	0.0	1.5	-1	-9	6
Cc1ccc(S(=O)(=O)Nc2nsc(N)n2)cc1	-11	-2	-3	-1	-0.7	-1.1	-8	-13	-6
COc1ccc(OCC(=O)N2CCN(c3cccc(Cl)c3)CC2)cc1	7	-3	-9	-6	0.1	-0.5	-3	20	0
O=C(C1CCN(S(=O)(=O)c2cccs2)CC1)N1CCCCCC1	-7	4	-10	-15	0.0	-0.8	-3	-2	3
CCc1ccccc1-n1c(SCC(=O)NC)nnc1-c1cccnc1	-6	4	-31	-1	-0.3	0.1	-1	19	-1
CN(C)CCNC(=O)c1c(CSc2ccc(Cl)cc2)noc1C(=O)NCc1ccccc1	-2	3	6	2	0.0	-1.0	-1	9	1
C=CC[C@H](CC(=O)NCCO)C(=O)N[C@@H](C)COC(=O)[C@@H](CC=C)CC(=O)OC(C)(C)C	-4	13	7	5	-0.3	0.1	-2	-1	2
COC(=O)CSc1nnc(C)c(=O)[nH]1	-8	-5	12	11	-0.1	-0.4	-1	-6	-2
O=C(O)CSc1ccc2ccccc2n1	-2	-1	13	-2	-0.6	0.8	-2	-2	-1
CC(=O)c1c(C)[nH]c(C(=O)OCC(=O)N(CC(C)C)C2CCS(=O)(=O)C2)c1C (stereo not drawn)	-3	-2	-8	-5	-0.5	-0.8	-2	10	0
CCC/C(O)=C1\C(=O)CC(C)(C)CC1=Nc1ccc(OC)cc1OC	9	-4	0	-3	-0.9	0.7	-3	10	-5
Cc1cc(C)c[n+](C[n+]2cc(C)cc(C)c2)c1	-3	-1	-2	-6	-1.0	-1.5	-9	-1	-3
COc1ccc(C(C(=O)NCc2ccccc2)N(Cc2ccco2)C(=O)c2snc(C(N)=O)c2N)cc1OC (stereo not drawn)	-3	4	8	-1	-0.6	1.5	-3	11	3
CCCOc1ccc(C(=O)Nc2ccc(N3CCN(C(=O)c4ccco4)CC3)cc2)cc1	-2	3	15	6	0.0	-0.5	-3	7	4
CC1(C)CC(=O)C(C2c3ccccc3Oc3ccccc32)C(=O)C1	-6	-3	12	-2	-1.2	-0.5	-2	2	2

11 of the compounds above, with two lines to a compound:
Each structure is followed by: FAS-TE inh, eLon inh, PABP1 MLLE inh, CendR NRP1 mod, Tb MetRS inh, MsrA inh, bovine MsrA act, SKN-1 block, MT1-MMP act inh
CC(C)=NOCC(=O)Nn1c(COc2ccccc2)nc2ccccc2c1=O
 : -8, 10, 2, -13, -1.2, 1.1, -8, 6, 4
O=C(CSc1ccc(-c2cccnc2)nn1)N1CCCCC1
 : -8, 8, -6, 4, -0.5, -0.9, -6, -5, 1
CN(C)c1ccc(/C=C2\CCCCC2=O)cc1
 : -2, -12, -22, -22, -0.8, 1.8, -4, 5, -5
CCOC(=O)C(C(=O)OCC)C(c1ccccc1)N1CCN(c2ccccc2)CC1 (stereo not drawn)
 : 4, -1, 3, -4, -0.3, -1.9, -1, -21, .
CC(=O)c1ccc(S(=O)(=O)N2CCC(C(=O)Nc3ncc(C)s3)CC2)cc1
 : 7, 3, 12, 4, -0.1, 0.2, -3, 5, -4
Nc1c(C(=O)N2CCOCC2)sc(=S)n1-c1ccccc1
 : -9, -5, 26, -3, -0.5, 2.3, -3, 12, 4
COC(=O)c1n[nH]n(-c2cc(Cl)cc(Cl)c2)c1=O
 : 3, 7, 7, 0, -1.0, -0.3, -3, 11, 1
Clc1ccc(C(c2nnnn2CCc2ccccc2)N2CCSCC2)cc1 (stereo not drawn)
 : 23, 2, 1, -3, -0.3, -0.6, -2, 0, -7
O=[N+]([O-])c1ccc(CNc2ccc(Cl)cc2)s1
 : 2, -3, -16, -2, 0.1, 0.2, -2, 12, 2
CC(C)(C)c1ccc(C(=O)N2CCC2(C)C(=O)NS(=O)(=O)c2ccc(C#N)cc2)cc1 (stereo not drawn)
 : 53*, -6, -2, -10, 0.0, -0.3, 1, 12, 1
Cc1nc2ccccn2c1C(=O)NN=C1C2CC3CC(C2)CC1C3
 : -10, 0, 5, -10, 0.0, 1.5, -1, -9, 6

New compounds follow.
SMILES	FAS-TE inh	eLon inh	PABP1 MLLE inh	CendR NRP1 mod	Tb MetRS inh	MsrA inh	bovine MsrA act	SKN-1 block	MT1-MMP act inh
COCc1cc(C)nc(OCC(=O)N/N=C/c2ccccc2O)c1C#N	4	-8	-11	10	0.4	3.1	-2	4	6
NC(=O)c1sc(=S)n2c1[nH]c(=O)c1sccc12	4	13	12	-15	2.6	0.4	-4	-15	-99
CCOc1ccc(S(=O)(=O)N2CCCC(C(=O)N3CCN(c4ccccc4)CC3)C2)cc1 (stereo not drawn)	23	6	-7	2	-0.3	0.1	-2	2	-3
CCOC(=O)c1c2c(n(C)c1C)C(=O)C(=O)c1ccc(Br)cc1-2	22	-1	-5	14	0.0	0.3	2	4	15
C=CCc1cccc(CNc2ccc(S(=O)(=O)Nc3nccnc3OC)cc2)c1O	-3	1	7	5	-0.6	-0.2	-5	4	0
Cc1nccn1CC(O)COc1ccc([N+](=O)[O-])cc1 (stereo not drawn)	-8	1	-15	1	-0.3	0.9	-3	8	1
COc1cccc2c1Oc1ncccc1N(C(=O)CCC(=O)NCc1ccc(F)cc1)C2	-6	-10	-17	9	-0.7	0.8	-7	2	2
CCC(C)(C)n1nnnc1CN(Cc1cc2cc(OC)c(OC)cc2[nH]c1=O)C1CCCC1	3	-6	2	-6	-0.5	0.1	-3	3	-3
COc1cc(C(=O)OCC(=O)NCCN2C(=O)CSC2=O)ccc1OCc1c(C)noc1C	-8	-11	16	6	0.0	1.4	0	8	-4
